# High-throughput results (PubChem)
# Dengue-2 NS5 capping = flavivirus cap methylation enzyme inhibition – biochemical, confirmation dose response, primary screen (AID 588689). Dengue-2 NS5 methyltransferase capping enzyme assay, biochemical; higher % means a stronger effect. one-dose inhibition, % at 25 µM; IC50 in µM for titrated hits. 0.3% of 340,000 active; in the data active means a potency from the dose series; inconclusive means inhibition above about 29% without an active follow-up result
# XIAP displacement = small molecules displacing peptide from XIAP – biochemical, IAP family, fluorescence polarization (AID 1018). displacement, % at 20 µM, or IC50 in µM where a hit was titrated. XIAP BIR domain, fluorescence polarization peptide displacement; higher % means a stronger effect. 0.007% of 200,000 active; in the data active means displacement above about 50%; further: a part of the inactive calls stands beside numbers as strong as those of hits
# LYP phosphatase = inhibitors of LYP phosphatase, biochemical, fluorescence intensity, uHTS (AID 1779); recombinant LYP phosphatase, fluorescence intensity; higher % means a stronger effect; one-dose inhibition, % at 11.5 µM; IC50 in µM for titrated hits; 0.054% of 290,000 active; in the data active means inhibition above about 50%;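 further: plate controls were vehicle with enzyme for no effect and no enzyme for full effect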
# HIV fusion peptide = inhibitors of HIV fusion peptide binding, primary screen, biochemical, uHTS, fluorescence dequenching (AID 1986); 0.3% of 290,000 active; one-dose inhibition, % at 20 µM; IC50 in µM for titrated hits; cell-free peptide binding, fluorescence dequenching, 30 min; higher % means a stronger effect; in the data active means inhibition mostly above about 52%, no sharp cut-off; inactive means mostly below about 76%; further: some results filed as inactive read as strong as hits
# Siah-1 displacement = blockers of Siah-1 interaction with plectin peptide – biochemical, fluorescence polarization, rhodamine-plectin, uHTS, primary screen (AID 1817) | 0.02% of 290,000 active | Siah-1 / rhodamine-plectin peptide fluorescence polarization; higher % means a stronger effect | one-dose displacement, % at 20 µM; IC50 in µM for titrated hits;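 active means displacement of at least 50% at 20 µM, with a fluorescence ratio check between 0.3 and a set limit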;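 further: plate controls were Siah plus tracer with DMSO for no effect and tracer alone without Siah for full effect; strong numbers were not always called active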
# Rac1 GTP hydrolysis = MgcRacGAP GTPase-activating activity inhibitors, confirmation, biochemical, ADP Hunter fluorescence | MgcRacGAP-stimulated Rac1 GTP hydrolysis, ADP Hunter fluorescence; higher % means a stronger effect; GST-tagged Rac1 F28L mutant substrate | one-dose inhibition, % at 30 µM; IC50 in µM for titrated hits | 0.6% of 340,000 active;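 active means first-screen hits whose inhibition reached a set limit at any dose in the follow-up dose series; inconclusive means inhibition above the set first-screen limit but never retested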;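 further: fluorescence reports GDP produced by GAP-driven GTP hydrolysis; strong numbers were not always called active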
# Large T inhibition = TAg ATPase/helicase activity blockers – biochemical (AID 1903); inhibition, % at 20 µM; hits with a dose series show IC50 in µM; SV40 large T antigen ATPase/helicase inhibition assay; higher % means a stronger effect; 0.39% of 310,000 active; in the data active means a potency from the dose series; inconclusive means inhibition mostly from about 32% at the one dose, without a potency; inactive means the rest, 99 in 100 with inhibition below about 32%; further: strong numbers were not always called active
# RSV antiviral HEp-2 = inhibition of RSV-induced cytopathic effect – HEp-2 cells, primary 10 µM value included (AID 2391); HEp-2 cells, RSV-induced CPE inhibition; higher % means a stronger effect; CPE inhibition, % at 10 µM; hits with a dose series show IC50 in µM; 0.13% of 310,000 active; in the data active means a potency from the dose series; inconclusive means CPE inhibition mostly from about 23% at the one dose, without a potency; inactive means the rest, 99 in 100 with CPE inhibition below about 21%; further: strong numbers were not always called active
# AID2073 = inhibitors of Mint1-CaV2.2 protein interaction, biochemical, HTRF (AID 2073); HTRF protein-protein interaction, Mint1-CaV2.2; higher % means a stronger effect; inhibition, % at 20 µM, or IC50 in µM where a hit was titrated; 0.19% of 290,000 active; in the data active means inhibition mostly above about 51%, no sharp cut-off; inconclusive means no clear call, values can overlap the other calls; inactive means mostly below about 53%; further: some results filed as inactive read as strong as hits
# Dengue-2 NS5 capping pilot replicate = also measured in Dengue-2 NS5 capping; calls as there; inhibition, %; measured here: pilot screen replicate inhibition
# * hit, by the source's call; ? = inconclusive; / = not tested or not shown.
SMILES,Dengue-2 NS5 capping,XIAP displacement,LYP phosphatase,HIV fusion peptide,Siah-1 displacement,Rac1 GTP hydrolysis,Large T inhibition,RSV antiviral HEp-2,AID2073,others
CCCCn1c(N)c(N(CC(C)C)C(=O)c2ccc3c(c2)NC(=O)C(C)S3)c(=O)[nH]c1=O (stereo not drawn),0.3%,/,-6.3%,1.9%,4.6%,4.5%,3.9%,0.6%,17.1%,
CCOc1cc(/C=N/NC(=O)C(O)(c2ccccc2)c2ccccc2)ccc1OC(=O)c1ccco1,-4.6%,/,/,/,/,9.3%,21.1%,10.1%,/,
CC(=O)N1N=C(c2ccccc2)CC1c1cn(C)c2ccccc12 (stereo not drawn),3.2%,-1.6%,3.2%,-3.6%,-4.4%,8.8%,21.6%,12.2%,8.0%,
NC(=O)C(CC(=O)O)NC(=O)[C@@H]1CCOc2c(I)cc([N+](=O)[O-])cc2C(=O)N[C@@H](CO)C(=O)N[C@@H](Cc2ccc(O)cc2)C(=O)N1 (stereo partly drawn),/,-6.7%,1.6%,29.1%,1.6%,/,15.4%,1.1%,-0.4%,
CCCCN(C)CCNC(=O)CCNC(=O)Cn1ccc2ccccc2c1=O,1.4%,-2.6%,-2.8%,-1.0%,1.2%,1.1%,9.7%,-0.3%,-1.5%,
O=C(CN1CCC(n2nnc3cc(C(F)(F)F)ccc32)CC1)N1CCc2ccccc21,-2.1%,-2.8%,-1.2%,2.8%,3.2%,0.9%,9.5%,3.7%,-5.8%,
CN(C)c1ccc(CNC2C3CC4CC(C3)CC2C4)cc1 (stereo not drawn),-6.1%,-13.3%,-5.8%,-2.7%,8.7%,5.5%,30.0%,-0.7%,-23.1%,
CCN(CC)Cc1c(C(=O)N/N=C/c2ccc(OCc3ccccc3C)cc2)nnn1-c1nonc1N,-12.4%,/,2.4%,0.3%,2.9%,5.8%,-4.8%,-0.7%,15.6%,
COc1ccc(-c2cn3cccnc3n2)cc1NC(=O)C1CCCC1,-2.4%,-5.1%,-5.2%,-0.2%,0.3%,11.0%,2.0%,/,16.2%,
O=C(CSC1=Nc2ccccc2C2CC=NN12)Nc1ccc(F)cc1Cl (stereo not drawn),-13.2%,-9.2%,1.3%,-0.8%,-0.7%,-21.3%,-0.5%,4.0%,4.9%,

# Structures from the list above that have a halogen:
SMILES,Dengue-2 NS5 capping,XIAP displacement,LYP phosphatase,HIV fusion peptide,Siah-1 displacement,Rac1 GTP hydrolysis,Large T inhibition,RSV antiviral HEp-2,AID2073,others
NC(=O)C(CC(=O)O)NC(=O)[C@@H]1CCOc2c(I)cc([N+](=O)[O-])cc2C(=O)N[C@@H](CO)C(=O)N[C@@H](Cc2ccc(O)cc2)C(=O)N1 (stereo partly drawn),/,-6.7%,1.6%,29.1%,1.6%,/,15.4%,1.1%,-0.4%,
O=C(CN1CCC(n2nnc3cc(C(F)(F)F)ccc32)CC1)N1CCc2ccccc21,-2.1%,-2.8%,-1.2%,2.8%,3.2%,0.9%,9.5%,3.7%,-5.8%,
O=C(CSC1=Nc2ccccc2C2CC=NN12)Nc1ccc(F)cc1Cl (stereo not drawn),-13.2%,-9.2%,1.3%,-0.8%,-0.7%,-21.3%,-0.5%,4.0%,4.9%,

# Continuation:
SMILES,Dengue-2 NS5 capping,XIAP displacement,LYP phosphatase,HIV fusion peptide,Siah-1 displacement,Rac1 GTP hydrolysis,Large T inhibition,RSV antiviral HEp-2,AID2073,others
O=C(c1ccc2c(c1)OCO2)N1CCc2ccccc21,-8.9%,/,-11.5%,-0.3%,5.0%,6.3%,3.1%,2.5%,47.4%,
O=C(O)C1C2C=CC(C2)C1C(=O)Nc1cccc(F)c1 (stereo not drawn),-4.8%,-5.6%,-0.9%,2.6%,-4.6%,5.2%,-2.2%,-0.3%,-0.3%,
CCOC(=O)C1CCN(C(=O)c2cc3cc(Cl)ccc3[nH]2)CC1,1.9%,/,-6.3%,1.1%,-3.8%,9.2%,11.7%,-0.1%,36.2%,
CCN(CC)S(=O)(=O)c1ccc(N2CCOCC2)c(NC(=O)c2cc([N+](=O)[O-])ccc2Cl)c1,-3.1%,-4.8%,-1.2%,-1.6%,2.7%,2.5%,7.0%,0.0%,-4.4%,
COc1ccc(Cl)cc1NC(=O)CN(C)C(=O)c1ccc(N2CCCCC2)c([N+](=O)[O-])c1,-5.1%,/,/,/,/,0.9%,8.1%,13.5%,/,
Cc1cccc(NC(=O)CN2CCc3cc4c(cc3C2)OCCCO4)c1,9.9%,/,-11.1%,0.8%,-2.3%,13.9%,6.3%,0.3%,6.7%,
O=C(Oc1ccccc1)N1CCN(C(=O)c2ccco2)CC1,-0.7%,/,-10.0%,-0.1%,-4.6%,3.6%,2.4%,0.5%,5.7%,
Cc1ccc(NC(=O)CSc2ncnc3ccccc23)cc1S(=O)(=O)N1CCOCC1,0.8%,/,-1.8%,-2.1%,10.6%,2.6%,22.1%,9.7%,?,
Cc1cccc(NC(=O)CCNS(=O)(=O)c2ccc(Cl)cc2)c1,-8.3%,/,-4.0%,1.3%,-1.2%,5.7%,6.4%,1.5%,-5.0%,
CS(=O)(=O)N1CCc2cc(C(=O)Nc3cccc([N+](=O)[O-])c3)ccc21,-7.2%,/,-7.6%,-2.1%,-0.2%,3.0%,6.1%,1.2%,7.4%,
CC(=O)N(C)c1ccc(NC(=O)CCN2C(=O)c3ccccc3C2=O)cc1,7.8%,/,-3.2%,-0.4%,6.8%,6.8%,2.7%,0.2%,0.7%,
O=C(CN1CCCc2ccccc21)NC(=O)NCc1ccccc1,-3.1%,/,-5.5%,-1.2%,15.2%,-9.6%,17.6%,4.4%,2.3%,
O=C(O)CCNS(=O)(=O)c1ccccc1,4.8%,-2.5%,-8.1%,0.3%,1.1%,1.6%,1.3%,1.4%,-2.6%,
Cc1nc(SCC(=O)Nc2cc(C(N)=O)cc(C(N)=O)c2)c2c(C)c(C)sc2n1,2.4%,/,-4.6%,-0.8%,-4.0%,11.4%,20.4%,1.0%,-2.8%,
C=C1CCC[C@]2(C)C[C@H]3OC(=O)C(CN4CC(C)OC(C)C4)[C@H]3C[C@@H]12 (stereo partly drawn),-0.7%,/,-10.7%,-0.9%,15.0%,5.4%,11.8%,4.2%,13.9%,
CCCCCSc1nnc2c(n1)OC(c1cccn1C)N(C(C)=O)c1ccccc1-2 (stereo not drawn),5.5%,-4.6%,10.5%,1.1%,8.2%,8.4%,9.0%,1.0%,-13.2%,
CNc1ccccc1-c1nc2ccccc2n(C)c1=O,5.6%,-0.2%,0.7%,-2.1%,-4.0%,12.7%,18.3%,1.4%,-1.6%,
CC(=O)c1ccc(NC(=O)Cn2cnc(S(=O)(=O)N3CCCC3)c2)cc1,-10.8%,/,-9.3%,-1.4%,3.1%,10.2%,1.6%,0.2%,6.0%,
O=C1CCCN1c1ccc(S(=O)(=O)Oc2cccc(Cl)c2)cc1[N+](=O)[O-],-1.4%,-3.1%,-6.4%,0.2%,1.3%,2.6%,-5.4%,1.0%,6.8%,
COc1ccccc1C(=O)Nc1ccc(Br)c2cccnc12,-8.8%,/,-10.8%,1.9%,-1.9%,13.0%,24.9%,12.5%,12.2%,
COc1ccc(N2CCN(CC(=O)Nc3nc4c(s3)CC(C)CC4)CC2)cc1 (stereo not drawn),2.2%,-3.2%,7.1%,1.4%,2.4%,26.5%,29.3%,5.7%,6.7%,
CCOc1ccc(C(C)(C)C)cc1S(=O)(=O)Nc1ccncc1,-6.5%,/,-9.1%,-0.9%,-0.1%,2.5%,15.0%,1.6%,5.9%,Dengue-2 NS5 capping pilot replicate=2.7
COc1ccc2[nH]c(=O)c(CN(CCN(C)C)C(=O)NCc3ccccc3)cc2c1,-6.2%,-18.9%,-2.8%,-2.4%,-5.0%,3.4%,-2.2%,1.5%,-9.2%,
Cc1c(C#N)c(N)nc2c3c(sc12)NC(=O)CC3c1ccc(Cl)cc1 (stereo not drawn),3.6%,1.8%,0.2%,0.3%,10.4%,9.3%,0.5%,2.2%,18.3%,
NC(=O)c1ccc(NC(=O)CCCN2C(=O)c3ccccc3C2=O)cc1,-0.7%,-3.2%,-13.8%,0.8%,-3.5%,12.1%,-0.1%,0.5%,34.2%,
Cc1ccccc1NC(=O)C(C)SCc1ccccc1 (stereo not drawn),-10.1%,/,-5.7%,-1.4%,1.6%,-1.6%,6.8%,0.1%,4.6%,
CNCc1ccccc1Sc1ccc(OC)cc1,-5.5%,-13.8%,-12.0%,-0.2%,2.8%,-0.2%,19.9%,-1.0%,1.3%,
COc1cccc(C(=O)Nc2cccc(-c3nnc(-c4ccco4)o3)c2)c1,-6.1%,-6.4%,0.3%,2.8%,5.6%,3.5%,4.5%,1.7%,-3.8%,
CC(C)(C)NC(=O)c1cc(-c2ccc3c(c2)OCO3)nc2ccccc12,-1.9%,/,-3.4%,3.1%,0.5%,1.4%,9.3%,4.2%,10.7%,
CCOC(=O)c1c(NC(=O)C2C3C=CC(C3)C2C(=O)O)sc2c1CCCC2 (stereo not drawn),4.4%,-3.5%,2.0%,3.4%,-2.2%,-1.0%,3.3%,-0.2%,11.5%,
CC(Sc1nc2ncc(Cl)cc2[nH]1)C(=O)Nc1ccc(C(N)=O)cc1 (stereo not drawn),-4.3%,/,/,/,/,3.4%,9.2%,-0.7%,/,
O=C(O)c1ccnc(C(=O)O)c1,-4.9%,-4.5%,-6.4%,13.9%,4.3%,-0.4%,-2.5%,1.2%,2.0%,
CCCC(c1nnnn1C1CCCC1)N1CCN(c2ccccc2F)CC1 (stereo not drawn),-0.7%,-0.4%,-5.0%,3.9%,3.2%,11.0%,-2.3%,-0.6%,-2.3%,
N#C/C(=C/c1ccco1)c1nc2ccccc2s1,-14.1%,-3.2%,0.6%,131.1%,48.5%,13.1%,14.6%,4.7%,26.6%,
CC1CCN(C(=O)C2CCN(S(=O)(=O)c3cc(Cl)ccc3Cl)CC2)CC1,3.5%,/,1.1%,0.2%,1.3%,8.0%,13.0%,2.8%,-0.7%,
CC(Nc1c([N+](=O)[O-])c(=O)oc2ccccc12)c1ccccc1 (stereo not drawn),-16.6%,/,-3.8%,-1.1%,12.8%,4.2%,20.1%,-0.8%,11.8%,
O=C(NC(=S)Nc1nc(-c2ccccc2)cs1)c1cccs1,-6.5%,-9.3%,-5.7%,-0.4%,-9.8%,7.5%,5.4%,3.9%,5.0%,
O=Cc1c(OCc2ccccc2)ccc2ccccc12,-0.8%,-15.9%,-4.3%,3.5%,-2.4%,1.7%,2.0%,15.7%,4.9%,
COc1c(C)cc(C(=O)C2CCCN(C(=O)CCCn3cncn3)C2)cc1C (stereo not drawn),-4.6%,/,-5.0%,-0.8%,11.9%,2.9%,13.1%,-0.6%,10.3%,
Cc1ccc(O)c(-c2cc(-c3ccccc3[N+](=O)[O-])[nH]n2)c1,-1.3%,24.0%,0.1%,1.2%,4.6%,14.7%,0.4%,13.6%,1.7%,
